miR-122 sensor – miR-122 Renilla sensor signal increase in Huh7, primary screen, miR-122 inhibitor project, cell-based, single point, plate reader | Huh7 miR-122 Renilla luciferase sensor, 48 h; neutral wells = 0, positive control = 100 | activation (reporter increase), % at 12.5 µM | hit rate 0.3% among 340,000;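 active = mean replicate activation score at least 90 and every replicate individually at or above 90; inconclusive = only one of the two criteria met; inactive = neither criterion met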;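 also: higher luciferase means less miR-122 activity so hits act as miR-122 inhibitors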
Cneo AK release – Cryptococcus neoformans cell lysis inducers, primary screen, AK release luminescence, single concentration; hit rate 0.2% among 360,000; C. neoformans lysis, adenylate kinase release luminescence, 4 h; normalised: neutral wells 0, clomiphene wells 100; AID 651654, 2012; lysis activity, % at 15 µM;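 active = mean lysis activity across replicates of at least 80%, whatever share of replicates individually reach that level; inactive = mean lysis activity below 80%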
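Material – log-phase Cryptococcus neoformans yeast cells · Input – 5 × 10^6 yeast cells/mL · Medium – fresh YPD growth medium · Doses – single compound concentration per well · Timing – static 4 h at 37 °C with compound, 1 h detection · Detection – adenylate kinase release luminescence · Read-out – signal increase indicating cell lysis · Control set – Clomiphene as positive lysis control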
RAD54 inh – inhibitors of human RAD54 branch migration, primary screen, biochemical, fluorescence, single point. DNA repair and recombination protein RAD54-like (Homo sapiens), Q92698. RAD54 Holliday junction branch migration, FAM/BHQ fluorescence. inhibition, % at 10.4 µM. hit rate 0.14% among 360,000. AID 602329, 2012;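 active = mean normalized replicate activity at least 40 and at least half of replicates scoring 40 or more; inconclusive = only one of the two criteria met; inactive = mean below 40 and under half of replicates reaching 40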;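 also: 0% = median of neutral control wells and 100% = median of positive control wells; inhibitors cause a drop in the FAM fluorescence signal; in these data hits start at about 50%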
PglD inh – C. jejuni PglD acetyltransferase inhibitors, primary screen, biochemical, DTNB colorimetric, single point; UDP-N-acetylbacillosamine N-acetyltransferase PglD (Campylobacter jejuni); purified PglD enzyme, DTNB colorimetric CoA detection; inhibition, % at 12.5 µM; hit rate 0.098% among 360,000; AID 602405, 2012; in the data active = inhibition above about 16%, passing the limit was not always enough; inconclusive = no clear call, values can overlap the other calls; also: strong numbers were not always called active
RAD52 inh – RAD52 DNA annealing inhibitors, primary screen, biochemical, FRET, single point, set 2. AID 651710, 2012. hit rate 0.46% among 360,000. inhibition, % at 18.7 µM. recombinant RAD52 DNA annealing, FRET fluorescence. DNA repair protein RAD52 homolog (Homo sapiens), P43351;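 active = every replicate showing at least 50% inhibition; inconclusive = mean inhibition at least 50% but not in every replicate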
Target sequence (P43351 whole entry, looked up): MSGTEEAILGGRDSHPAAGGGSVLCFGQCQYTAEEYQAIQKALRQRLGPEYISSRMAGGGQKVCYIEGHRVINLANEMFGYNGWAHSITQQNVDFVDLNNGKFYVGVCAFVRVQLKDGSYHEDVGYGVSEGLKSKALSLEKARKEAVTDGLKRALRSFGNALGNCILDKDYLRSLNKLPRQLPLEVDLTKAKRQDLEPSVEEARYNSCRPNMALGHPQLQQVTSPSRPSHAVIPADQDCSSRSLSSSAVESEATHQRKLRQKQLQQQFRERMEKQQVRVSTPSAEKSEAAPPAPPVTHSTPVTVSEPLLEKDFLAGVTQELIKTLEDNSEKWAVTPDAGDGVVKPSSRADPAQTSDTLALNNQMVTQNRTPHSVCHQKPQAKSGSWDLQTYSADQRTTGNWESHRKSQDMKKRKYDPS
PGC1a acetyl inh – inhibitors of PGC1a acetylation signal, primary screen, cell-based, U2OS, AlphaScreen, inhibitor mode; AlphaScreen anti-acetyl-lysine; with virally co-expressed GCN5 acetyltransferase; inhibition, % at 15.6 µM; hit rate 0.17% among 350,000;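 active = every replicate shows inhibition of at least 40%; inconclusive = mean inhibition at least 40% but some replicate below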;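 also: 0% = neutral control wells and 100% = positive control wells; some results beyond the cut were filed as inactive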
ERAP1 HTS inh – human ERAP1 aminopeptidase inhibitors, primary screen, biochemical, single point, plate reader; Endoplasmic reticulum aminopeptidase 1 (Homo sapiens), Q9NZ08; hit rate 0.15% among 340,000; inhibition, % at 10.7 µM; AID 652197, 2013; recombinant ERAP1, Leu-AMC fluorescence, 60 min;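 active = mean replicate inhibition of at least 30%, or all replicates individually reaching that 30% level; inactive = mean below 30% and not every replicate reaching it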;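 also: 0% = neutral control wells and 100% = L-leucinethiol positive control wells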
E-sel inducer – E-selectin induction in HUVECs, primary screen, imaging, HUVEC, immunofluorescence imaging, single point | normalized: neutral wells 0, TNF-alpha wells 100 | activation, % at 7.58 µM | hit rate 0.37% among 260,000;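 active = mean E-selectin-positive cell signal at least 10% of the positive control, reached in at least 60% of replicates, without over 20% cell loss; inconclusive = no rule given, readout overlaps actives, possibly toxicity-flagged; inactive = the rest, including those meeting only one limit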;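 also: in these data hits start at about 27%; measured in HUVEC primary endothelial cells; signal is the percent of cells scored E-selectin positive by PE staining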
Target sequence (P16581 whole entry, looked up): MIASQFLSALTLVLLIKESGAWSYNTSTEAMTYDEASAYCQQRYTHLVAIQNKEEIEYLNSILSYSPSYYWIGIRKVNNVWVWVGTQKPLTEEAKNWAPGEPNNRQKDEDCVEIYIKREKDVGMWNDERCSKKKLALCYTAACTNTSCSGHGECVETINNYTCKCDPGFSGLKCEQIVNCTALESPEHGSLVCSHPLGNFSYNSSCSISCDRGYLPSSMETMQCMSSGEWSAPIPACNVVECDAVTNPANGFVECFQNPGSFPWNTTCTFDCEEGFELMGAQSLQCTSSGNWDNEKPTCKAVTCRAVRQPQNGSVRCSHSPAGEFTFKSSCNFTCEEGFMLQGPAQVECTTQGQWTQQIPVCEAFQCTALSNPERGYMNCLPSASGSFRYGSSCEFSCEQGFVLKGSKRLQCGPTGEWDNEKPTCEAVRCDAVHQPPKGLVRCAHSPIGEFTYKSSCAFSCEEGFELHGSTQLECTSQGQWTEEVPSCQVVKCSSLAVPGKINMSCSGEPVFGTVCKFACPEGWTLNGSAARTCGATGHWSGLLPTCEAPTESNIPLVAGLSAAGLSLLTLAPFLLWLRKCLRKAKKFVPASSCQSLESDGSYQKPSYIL
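Assay system: HUVEC primary endothelial cells. Input: 3,000 HUVEC seeded per well. Doses: one compound dose added by pin transfer. Read-out basis: % PE-positive cells. Benchmarks: TNF-alpha high, DMSO low. Detection: immunofluorescence imaging. Buffer or medium: EGM-2, gelatin.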
* marks the source's active call; other numbers are inactive results; ? = inconclusive; · = not tested or not shown; [ ] = another dose, or the depositor's remark.

molecule	miR-122 sensor	Cneo AK release	RAD54 inh	PglD inh	RAD52 inh	PGC1a acetyl inh	ERAP1 HTS inh	E-sel inducer
CN(C(=O)CN1C(=O)CCSc2ccc(S(=O)(=O)N3CCCC3)cc21)c1ccccc1	-3.3	4.3	1.4	0.9	-4.6	2.4	-0.4	·
C[C@@H]1CN([C@H](C)CO)C(=O)c2cc(C#Cc3ccccc3)cnc2O[C@H]1CN(C)C(=O)c1ccccn1	-5.0[16.7 µM]	0.3	-2.1	0.7	10.4	1.7	0.8	0.1
CC(C)C(C(=O)NC1CCCC1)N(Cc1ccco1)C(=O)CNS(=O)(=O)c1ccccc1 (stereo not given)	-0.5	0.8	12.9	1.6	-14.8	·	-4.9	16.4
Cc1ccc(S(=O)(=O)N2CCN(S(=O)(=O)N3CCOCC3)CC2)cc1	0.5	-3.0	-9.4	-3.4	·	-4.8	·	·
Cc1ccc(-c2csc(NC(CO)c3nc4ccccc4n3CCOCCO)n2)cc1 (stereo not given)	-4.9	-1.1	9.4	-2.2	-28.0	22.0	1.1	0.3
O=C(NC1CC1)C1CCN(C2CCN(Cc3ccccc3C(F)(F)F)CC2)CC1	-5.3	-0.7	1.6	-3.3	-17.4	-12.7	2.2	·
COc1ccc(CN(C)CC2CCCN(CCc3ccc(Cl)cc3)C2)cc1OC (stereo not given)	·	0.2	4.2	-2.4	-8.1	·	-3.1	0.4
Cc1sc2ncn3ncnc3c2c1C	-11.8	-2.9	0.9	1.0	·	7.7	·	·
CCN1C(=O)/C(=C2/C=CC=CN2C)OC1=S	-6.7	1.3	-10.7	11.8	·	9.1	·	·
O=C(CN1CCOCC1)Nc1ccc(Oc2ccc(NC(=O)CN3CCOCC3)cc2)cc1	·	2.1	-7.7	-2.4	·	-2.0	·	·
CO[C@H]1CN(C)C(=O)c2cc(NS(C)(=O)=O)ccc2OC[C@H](C)N(C(=O)NC(C)C)C[C@@H]1C	-20.0[16.7 µM]	·	10.3	·	·	?	·	-0.1
COc1ccc(C(=O)n2nc(-c3ccccc3)nc2SC)cc1	-1.0	2.1	-1.0	4.8	·	0.3	·	·
COc1ccccc1OCC(=O)Nc1ccc(S(=O)(=O)N2CCN(C)CC2)cc1	-1.2	7.5	-12.5	4.6	-10.1	10.9	1.2	333.2*
Cc1cc(CNC(=O)[C@H](C)[C@@H]2C[C@@]2(C)[C@@H](NC(=O)OCc2ccccc2)c2ccccc2)nn1C	·	-1.1	-8.1	3.7	5.3	·	-0.6	0.0
N=C(N)SCc1ncccc1O	-1.8	-6.4	-32.6	-1.5	-51.6	-12.7	-3.4	0.1
CO[C@H]1CN(C)C(=O)c2cc(NS(=O)(=O)CC(F)(F)F)ccc2OC[C@H](C)NC[C@@H]1C	-3.0[16.7 µM]	-0.8	5.2	0.1	-4.3	-4.7	2.1	0.1
Nc1nc(CN2CCCCC2)cs1	1.3	-10.9	1.5	-0.2	·	-9.1	·	-0.3
CCN(C(=O)COC(=O)c1oc2ccccc2c1C)c1c(N)n(Cc2ccccc2)c(=O)[nH]c1=O	-6.0	-0.3	-5.3	-4.5	-6.9	-0.3	-1.8	0.7
COc1ccc(C(=O)N2CCN(c3ccc([N+](=O)[O-])c(-n4nc(C)cc4C)c3)CC2)cc1	-1.9	-0.8	6.4	0.1	·	-18.3	·	·
Cc1ccccc1C(=O)NCC(=O)Nc1ccc(C)c(S(=O)(=O)N2CCCCCC2)c1	·	3.9	29.0	6.4	-12.9	-14.8	-1.3	-0.4
O=C(N[C@@H]1CC[C@H](CCNS(=O)(=O)c2ccc(F)cc2)O[C@H]1CO)c1cccnc1	·	3.2	3.8	2.4	-16.4	-1.0	-0.8	1.7
CC(=O)c1cc(C#N)c(SCc2ccncc2)nc1C	-1.5	-3.8	7.7	-3.5	·	14.5	·	·
CCN1CCN(c2ccc(NC(=O)c3cccc(S(=O)(=O)N4CCCC4)c3)cc2)CC1	0.8	-0.7	-0.3	-1.4	-27.8	-1.4	0.9	1.2
O=C(CNS(=O)(=O)c1cccc(C(F)(F)F)c1)NC1CCCCCC1	9.9	0.7	-0.5	5.1	-13.2	-8.3	2.7	-0.2
Cc1ccc(S(=O)(=O)Nc2ccc3c(c2)C(=O)N([C@@H](C)CO)C[C@H](C)[C@@H](CN(C)C(=O)Nc2c(C)noc2C)OCCCC[C@H](C)O3)cc1	5.0[16.7 µM]	-1.4	5.2	1.2	-7.9	7.5	1.5	·
C/C(=C(/CCO)SSCC1CCCO1)N(C=O)Cc1cnc(C)nc1N (stereo not given)	-0.9	0.9	-8.7	7.2	6.4	-7.1	0.0	-2.2
COc1ccc(NC(=O)C2CC(=O)NC(Nc3cccc(C)c3)=N2)cc1 (stereo not given)	-1.2	3.9	-3.5	-5.7	·	-3.4	·	·
CC(C(=O)Nc1cccc([N+](=O)[O-])c1)[n+]1ccccc1 (stereo not given)	2.3	1.6	5.0	-7.1	-7.1	13.6	-1.4	0.2
COc1ccc(S(=O)(=O)N(C)CC(=O)N2CCOCC2)cc1	-4.3	-0.1	11.5	7.9	-10.1	0.7	0.9	·
CN(C)c1ccc(C2(O)C(=O)c3ccccc3C2=O)cc1	0.6	-0.6	0.8	-0.6	-5.2	0.7	0.1	-0.1
CS(=O)(=O)N1CCc2cc(-c3csc(NC(=O)C(c4ccccc4)c4ccccc4)n3)ccc21	-13.4	0.4	2.5	-6.1	·	-14.6	·	·
O=C(/C=C/c1ccc(Cl)cc1Cl)c1ccc[nH]1	-8.3	1.5	17.2	-1.5	-13.1	-1.5	0.2	·
CCOc1cc(C)c(Cl)cc1S(=O)(=O)n1cnc2ccccc21	54.8	-1.2	5.3	4.8	·	1.7	·	·
COc1ccc(C(=O)OCc2cc(C)ccc2C)cc1S(=O)(=O)N1CCCC1	2.5	-0.7	3.6	-1.5	-4.0	-36.9	-0.3	0.9
C[C@H](CO)N1C[C@H](C)[C@H](CN(C)S(C)(=O)=O)Oc2ccc(NC(=O)Nc3ccc(F)cc3)cc2CC1=O	2.6[16.7 µM]	3.4	-22.3	-1.0	0.2	2.7	1.4	-0.1
COc1cc(C(=S)N2CCCC2)cc(OC)c1OC	·	·	·	·	-2.7	3.4	-4.4	0.4
Nc1nnc(SC2CCCC2)s1	-5.7	-1.0	-2.2	-0.1	-10.1	-3.4	-2.6	0.1
O=C(Nc1ccc(S(=O)(=O)N2CCCCCC2)cc1)c1c(F)cccc1F	23.1	2.4	1.6	-5.4	-1.3	-20.9	4.4	-1.6
C(=C\c1ccccc1)/CSc1nc2ncccc2[nH]1	7.3	1.2	-13.6	5.9	-5.7	-20.7	4.3	0.5
FC(F)(F)C1=CC(c2ccc(Br)cc2)=NCCN1	-2.8	2.2	4.0	-5.5	·	-9.1	·	·
CCCN(CC(=O)Nc1ccccc1C)C(=O)Cc1cccs1	12.0	1.8	-7.1	0.9	11.4	6.7	-0.3	-0.7
CCCN(C)C[C@H]1Oc2cc(C#CC(C)C)ccc2S(=O)(=O)N([C@@H](C)CO)C[C@H]1C	60.6[16.7 µM]	46.7	-0.1	-0.4	-6.8	-9.7	5.5	-0.9
O=C(c1ccncc1)N1CC(=O)N2[C@H](CO)[C@@H](c3ccc(/C=C/c4ccccc4)cc3)[C@H]2C1	·	·	·	·	-8.0	-10.0	1.1	0.7
COc1cccc(C(=O)Nc2ccc3c(c2)C(=O)N(C)C[C@@H](OC)[C@H](C)CN(C(C)=O)[C@@H](C)CO3)c1	·	-4.8	1.2	-0.5	-10.1	-10.0	3.4	0.0
CCOc1ccc(-c2cc(C)n3nc(C(N)=O)cc3n2)cc1	13.1	0.7	9.4	-1.1	·	18.0	·	·
CCCC#Cc1cnc2c(c1)C(=O)N([C@H](C)CO)C[C@H](C)[C@@H](CN(C)S(=O)(=O)c1cccc(OC)c1)O2	56.8[16.7 µM]	-2.8	19.7	1.7	13.6	-8.9	0.5	-0.3
CN(C)C(=O)c1cccc(-c2ccc3c(c2)[C@H]2[C@H](CCN2C(=O)c2ccncc2)[C@@H](CO)N3C)c1	-0.9[16.7 µM]	0.3	1.0	-4.2	-18.0	14.3	-0.4	-0.1
O=C(CNS(=O)(=O)c1ccc(F)c(Cl)c1)N1CCCC1	3.6	6.5	-3.4	3.9	2.5	11.3	1.9	·
C/C=C/c1cnc2c(c1)C(=O)N([C@H](C)CO)C[C@H](C)[C@H](CN(C)C(=O)Cc1ccccc1)O2	1.9[16.7 µM]	3.6	0.1	3.3	24.0	2.0	-0.1	-0.2
Cc1ccc2c(c1)c1c(n2CC(O)CNC(CO)(CO)CO)CCCC1 (stereo not given)	·	-0.8	5.6	-0.2	-15.6	·	·	·
C#CCN(C[C@H]1[C@H](OC(=O)NCc2ccccc2)[C@H](OC(=O)NCc2ccccc2)C[C@@H](C(=O)OC)[C@H]1C(=O)OC)S(=O)(=O)c1ccc(C)cc1	-11.4	-1.7	-2.4	-0.6	-11.8	-14.5	11.9	3.4
Cn1ccc2c(-c3ccc(C(=O)O)cc3)cc3c(c21)C1CCC3O1 (stereo not given)	-2.5	1.1	2.4	-5.2	-21.2	6.4	1.6	2.4
CCCNC(=O)[C@H]1[C@H](CO)[C@H]2Cn3c(ccc(-c4ccccc4F)c3=O)[C@H]2N1CCC	0.8[16.7 µM]	-6.7	0.1	-3.8	-5.9	·	-3.2	-0.4

Compound activity deposited in PubChem by Broad Institute.

This is a random part of the collection. Share with any hit: about 1.4%.
